OPRM1-OPRD1 ag: OPRM1-OPRD1 heterodimerization agonism; P35372+P41143; cells, luminescence; activation, % at 9.3 µM; 340,000 compounds, 0.3% hits; AID 504326; in the data active = activation above about 18%;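 note: 0% = vehicle-treated cells and 100% = reference agonist; values of inactives mirror those of a sister screen read the other way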
PfHsp90 yeast 2: growth inhibition of yeast expressing Plasmodium Hsp90. S. cerevisiae expressing PfHsp90, BacTiter-Glo ATP, 48 h; yeast lacking PDR1 and PDR3 efflux regulators. inhibition, % at 9.4 µM. 310,000 compounds, 0.32% hits. AID 504621;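 active = every replicate shows inhibition above about 80%, whatever the replicate mean, limit read from the data; inconclusive = mean inhibition reaches the set limit but some replicate falls short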;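 note: 0% = DMSO neutral controls and 100% = 20 µM radicicol positive controls; yeast relying on Plasmodium falciparum Hsp90 in place of its own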
AddAB inh: less growth of phage-infected E. coli with AddAB; E. coli expressing H. pylori AddAB, absorbance growth; inhibition, % at 11.9 µM; 330,000 compounds, 0.29% hits; in the data active = inhibition above about 12%;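 note: 0% = vehicle wells of infected cells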
Mot1-301 SUMO: inhibitors of SUMOylation pathway: yeast Mot1-301 growth rescue; S. cerevisiae Mot1-301 growth rescue, ATP luminescence, 38.5C; percent above DMSO median, 100 means doubled; growth rescue, % at 18.8 µM; 320,000 compounds, 1% hits; AID 2716;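 active = every valid replicate shows activation above 250% relative to neutral control wells; inactive = the rest, any valid replicate at or below 250%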;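 note: OY570 slx delta 5 strain wells were the positive control but not used for scaling; some compounds called inactive have numbers as strong as hits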
Tat export inh: inhibitors of E. coli Tat protein transport. E. coli MC4100 TorA-mCherry Tat export, fluorescence. 340,000 compounds, 0.036% hits. inhibition, % at 10 µM;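 active = mean replicate inhibition at least 50% and at least half of replicates individually reaching 50%; inconclusive = only one of the two criteria met; inactive = neither criterion met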;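 note: exported cargo escapes ClpAP degradation while cytoplasmic cargo is degraded and loses fluorescence; 0% = median of neutral control wells and 100% = median of NaSCN control wells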
HTR5A inv ag: counter-screen for OPRM1-OPRD1 inverse agonists: human HTR5A inverse agonism; P47898; HTR5A cell line, luminescence; inhibition, % at 9.3 µM; 340,000 compounds, 0.083% hits; in the data active = inhibition mostly above about 23%, no sharp cut-off; inactive = mostly below about 18%;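 note: 0% = cells with DMSO and 100% = no-cell wells with DMSO; some compounds called inactive have numbers as strong as hits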
Target sequence (P47898 whole entry, looked up): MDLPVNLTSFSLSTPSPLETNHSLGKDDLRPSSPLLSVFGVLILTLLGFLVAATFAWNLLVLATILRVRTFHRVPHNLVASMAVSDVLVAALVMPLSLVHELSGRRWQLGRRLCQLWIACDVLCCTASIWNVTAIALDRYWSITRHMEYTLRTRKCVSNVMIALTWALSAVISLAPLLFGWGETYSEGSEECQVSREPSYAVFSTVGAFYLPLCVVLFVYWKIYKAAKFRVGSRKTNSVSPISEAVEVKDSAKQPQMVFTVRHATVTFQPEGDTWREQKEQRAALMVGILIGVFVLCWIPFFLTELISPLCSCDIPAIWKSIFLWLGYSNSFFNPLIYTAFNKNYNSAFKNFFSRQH
E coli growth: reduces bacterial viability in AddAB counter-screen; E. coli V3065 growth, OD600 absorbance, 18 h; inhibition, % at 11.9 µM; 330,000 compounds, 0.27% hits; AID 449728;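 active = inhibition above the campaign's mean inhibition across all tested compounds plus 3 SD, cut at about 9.9% in these data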;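 note: uninfected addAB+ strain grown without phage in ampicillin broth; 0% = DMSO wells and 100% = ciprofloxacin 0.95 µg/ml wells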
PKA-R2B act: PKA-R2B complex activation; P22694+P31323; PKA-R2B holoenzyme dissociation, Cy5-IP20 fluorescence polarization; R2B truncated from residue 108, S112A mutant; 0% DMSO only, 100% 113 µM cGMP; activation, % at 11.4 µM; 340,000 compounds, 0.079% hits; AID 504700;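 active = activation above a cutoff set at the mean over all compounds plus 3 SD, cut at about 18% in these data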;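 note: higher means more holoenzyme dissociation and a rise in polarization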
Target sequence (P31323 whole entry, looked up, other chains not shown, the tested form may be a part): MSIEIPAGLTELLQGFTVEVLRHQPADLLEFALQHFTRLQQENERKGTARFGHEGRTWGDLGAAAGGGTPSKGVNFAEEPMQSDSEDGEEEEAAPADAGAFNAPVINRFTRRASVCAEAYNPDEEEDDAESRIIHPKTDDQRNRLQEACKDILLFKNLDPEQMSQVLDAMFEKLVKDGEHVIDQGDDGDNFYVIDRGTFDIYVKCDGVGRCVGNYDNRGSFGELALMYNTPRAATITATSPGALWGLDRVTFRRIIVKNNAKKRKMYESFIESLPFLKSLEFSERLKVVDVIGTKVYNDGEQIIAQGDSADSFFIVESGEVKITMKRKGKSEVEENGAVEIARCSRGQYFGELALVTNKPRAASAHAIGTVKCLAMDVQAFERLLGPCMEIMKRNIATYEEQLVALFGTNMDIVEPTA
PKA-R1A act: activators of PKA-R1A complex. P00514+P68181. PKA-R1A dissociation, Cy5-IP20 fluorescence polarization; scaled: DMSO 0%, 113 µM cGMP 100%. activation, % at 11.4 µM. 340,000 compounds, 0.083% hits. AID 504707;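 active = percent activation above the mean of all tested compounds plus 3 SD, cut at about 19% in these data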;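 note: higher means more PKAc released from R1A so a rise in polarization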
phage Ecoli inh: E. coli growth loss with phage present. AID 651602. growth absorbance. 360,000 compounds, 0.26% hits. inhibition, % at 11.9 µM; in the data active = inhibition above about 11%
MOR-DOR inv ag: inverse agonist of human OPRM1-OPRD1 heterodimerization; cell-based MOR-DOR heterodimer luminescence, inverse agonism; AID 504357; 340,000 compounds, 0.21% hits; P35372+P41143; inhibition, % at 9.3 µM; in the data active = inhibition above about 22%, passing the limit was not always enough;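 note: 0% = cells with DMSO and 100% = wells without cells with DMSO; values of inactives mirror those of a sister screen read the other way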
Numbers without * were called inactive; u = inconclusive; x = not tested or not shown. This is a random part of the collection (roughly 2.2% active in at least one column).

SMILES	OPRM1-OPRD1 ag	PfHsp90 yeast 2	AddAB inh	Mot1-301 SUMO	Tat export inh	HTR5A inv ag	E coli growth	PKA-R2B act	PKA-R1A act	phage Ecoli inh	MOR-DOR inv ag
CCc1nc2ccc(C(=O)N3CCN(c4ccccc4F)CC3)cc2nc1CC	-1.9	7	1.5	3	12	-7	1.9	-6	-11	1.3	9
CC(=O)Nc1cccc(N=NN2CCOCC2)c1	x	-30	4.4	2	8	x	0.8	x	x	5.3	x
COc1ccc(/C=C(\NC(=O)c2ccccc2)C(=O)OCC2CCCN3CCCCC23)cc1OC (stereo not drawn)	-1.3	-11	1.4	-8	2	4	-1.5	-4	-4	2.1	6
COc1ccc(N(Cc2cc3cc(OC)ccc3[nH]c2=O)C(=O)C2CCCO2)cc1 (stereo not drawn)	-1.2	-1	4.0	14	-3	3	-3.6	-8	-10	2.1	5
Cc1ccc(-c2nn(CC(=O)Nc3ccc4c(c3)nc3n4CCOC3)c(=O)c3ccccc23)cc1	2.3	-47	-0.6	2	-2	16	-2.0	9	-8	3.4	-12
O=C(O)C1Oc2ccccc2C1c1ccccc1 (stereo not drawn)	-2.5	24	x	x	8	12	x	1	-4	2.5	12
CNC(=S)N/N=C(\C)c1ccc2c(c1)OCO2	-2.7	-23	2.9	2	0	17	2.6	-12	-3	2.2	14
Cn1c(CNC(=O)c2ccco2)nnc1SCC(=O)Nc1cccc(Br)c1	0.2	9	6.8	-31	4	24	-2.6	8	18	2.0	-1
CN(C)C(=O)CSc1ncccc1-c1nc2ccccc2[nH]1	-1.8	-17	5.5	1	-4	16	-0.3	8	-10	1.2	9
COc1ccc(C2=NN(C(=O)CN3CCOCC3)C(c3nc4ccccc4[nH]3)C2)cc1 (stereo not drawn)	-2.7	-11	-1.4	-2	10	6	2.4	-5	-1	3.8	14
CCc1ccc(NC(=O)c2ccc(S(=O)(=O)NCc3cccnc3)cc2)cc1	-0.6	-11	2.9	192	-1	-9	2.6	1	-1	4.3	3
NC(=O)c1ccc(NC(=O)COC(=O)c2ccc3c(c2)OCO3)cc1	-3.9	x	0.6	0	0	9	0.7	3	-5	2.4	16
CC(=O)c1ccc(NC(=S)NCCc2ccccn2)cc1	-3.0	-19	4.7	-20	4	6	-1.4	-8	-4	3.4	15
CCOc1ccccc1CNC(=O)C1CCN(c2nn3c(=O)cc(C)nc3s2)CC1	-2.1	7	4.5	-7	4	0	-2.4	-6	-7	2.5	11
Cc1cccc2sc(N(CCCN(C)C)C(=O)c3ccco3)nc12	0.8	-16	1.3	1	-6	16	-0.6	4	-7	-1.9	-4
CC(Nc1cccc2ccccc12)C(=O)N/N=C/c1ccc([N+](=O)[O-])cc1 (stereo not drawn)	8.9	3	-1.7	-2	-2	19	-2.8	-17	-10	1.3	-47
COc1cc(NC(=O)CC2NCCNC2=O)cc(OC)c1 (stereo not drawn)	-2.0	10	0.6	-20	-7	-41	0.1	-9	-3	-0.7	11
C=CCOc1ccc(CNc2ccc3[nH]c(=O)[nH]c3c2)cc1OCC	4.4	13	0.0	5	2	-2	1.6	-5	2	0.8	-21
O=Cc1ccc(C(=O)OCC(=O)NCc2ccco2)cc1	-1.9	x	2.1	-1	-1	1	-1.1	-8	2	1.3	10
O=C(COC(=O)c1cc([N+](=O)[O-])ccc1N1CCOCC1)Nc1ccc(Cl)cn1	-2.8	-23	3.4	-9	8	2	-0.8	-7	-1	2.0	15
CC(C)CC(NC(=O)c1cccc(Cl)c1)C(=O)O (stereo not drawn)	-0.8	23	1.0	-20	-1	5	-0.1	0	-4	3.7	4
O=C(O)c1ccccc1SC1CC(=O)N(c2ccccc2)C1=O (stereo not drawn)	4.2	24	0.5	-9	-6	-7	-2.2	2	-16	2.6	-29
CCn1c(=N)n(CC(O)c2cccs2)c2ccccc21 (stereo not drawn)	-0.8	3	2.2	-2	9	-13	-0.5	-3	-7	4.5	6
CC(C)=CCC/C(C)=C/CNC(=O)C[C@H]1C[C@H](C(=O)N2CCOCC2)[C@@]2(C)c3[nH]c4ccc(Cl)cc4c3CCN2C1=O	-2.2	-22	-0.2	x	u	1	-1.2	-1	3	0.2	11
COCC(=O)NCc1nc2ccccc2n1Cc1ccccc1F	-2.9	-2	1.6	-25	-15	-6	-1.1	-2	-1	1.2	18
CCOc1ccc(/C=C/C(=O)Nc2ccccc2C(F)(F)F)cc1	1.2	13	2.7	8	-9	-22	-1.2	-13	4	-0.9	-7
Cc1cc(C)nc(-n2ncc3c2CC(c2cccc(Cl)c2)CC3=O)n1 (stereo not drawn)	-3.8	-27	-1.2	1	-2	-17	-1.8	10	12	-0.4	18
N#Cc1c(-n2cccc2/C=N/O)sc2c1CCCC2	3.1	15	2.8	-11	0	-8	1.2	6	1	1.3	-14
COc1ccc(N2CCN(c3cc(C)c4ccc(C)cc4n3)CC2)cc1	-1.5	2	1.4	141	-2	-24	1.4	0	4	-1.8	7
COc1ccc(CCN2C(=O)CN=C2Nc2ccc(F)cc2)cc1OC	-3.0	-77	2.3	9	2	8	-0.2	3	2	4.8	15
CCCn1nc2ccccc2c1P(=N)(N1CCOCC1)N1CCOCC1	-1.6	x	1.6	6	-4	15	1.6	5	-5	0.0	9
COc1ccc(CNC(=S)Nc2cc(C)cc(C)c2)cc1	-1.2	-3	1.2	681	0	2	1.1	-1	-2	2.5	7
CC(OC(=O)c1ccc2c(=O)n3c(nc2c1)CCCCC3)C(N)=O (stereo not drawn)	-2.6	-23	2.8	18	0	16	-2.2	-13	0	2.6	13
O=C(NC1CCCc2ccccc21)c1ccccc1OC(F)F (stereo not drawn)	-0.4	-22	1.0	1	5	-5	-0.2	6	6	2.0	3
NC(=O)c1ccc(NC(=O)CCCc2nc(-c3ccccc3Cl)no2)cc1	-2.0	-5	1.1	0	-2	-7	0.7	-1	-15	2.6	9
CCCCNc1nc(N(C)c2ccccc2)nc(-n2ccnc2)n1	4.0	-46	3.3	-1	-2	-6	0.4	9	1	0.7	-18
Cc1ccc(-c2nc(CC(=O)Nc3cccc(S(=O)(=O)NC4=NCCC4)c3)cs2)cc1	0.5	3	1.0	-6	-5	2	-2.6	6	7	1.5	-2
O=C(NC1CC1)C1=C[C@H](c2ccc(C(F)(F)F)cc2)C[C@H](OCCCCO)O1	-0.7	-24	-3.0	8	-5	9	-1.8	-9	-12	1.8	4
O=c1oc2ccc3ccccc3c2cc1-c1nnc(-c2cccs2)o1	0.2	-7	0.0	x	3	-5	-1.6	-4	-17	2.0	-1
COc1cc2sc(-c3ccc(S(C)(=O)=O)cc3)c(C#CCO)c2cc1OC	1.1	x	-0.2	1	-8	-20	-1.0	-1	12	1.9	-6
Cc1c(NC(=O)c2cccc(NC(=O)Cc3ccc(F)cc3)c2)c(=O)n(-c2ccccc2)n1C	-2.5	-9	2.5	2	-2	9	0.7	-2	-10	1.3	10
O=C(O)c1cccnc1Sc1ccccc1	1.9	2	3.1	-10	4	31	0.0	-9	-5	4.9	-8
COc1ccc(CNC(=O)C(OC(=O)c2cccs2)C(C)C)cc1 (stereo not drawn)	-0.8	-7	5.2	40	1	-9	-0.6	-1	-1	4.6	4
Cc1ccc(C(C[N+](=O)[O-])Sc2ccc(N)cc2)cc1 (stereo not drawn)	-2.9	107*	-1.1	239	-3	6	0.4	-7	2	3.2	15
CC(=O)Nc1cccc(C(=O)N2CCN(S(=O)(=O)c3ccc4ccccc4c3)CC2)c1	-2.5	12	1.5	-4	6	2	2.6	-5	5	0.2	11
O=C(CSc1ccc(Cl)cc1)N1CCCC1	-1.5	4	2.4	0	-1	-2	-2.4	-6	-3	6.6	11
CCN(C[C@H]1N[C@@](CC)(C(=O)OC)[C@H]2C(=O)N(C)C(=O)[C@@H]12)S(=O)(=O)c1ccccc1	1.5	1	2.2	x	-14	1	-1.4	2	-7	2.0	-7
CC(C)=NNc1nc2c(c(=O)n(C)c(=O)n2C)n1C	x	-1	2.2	0	4	x	2.0	x	x	0.3	x
CCc1noc(C)c1C(=O)OC(C)C(=O)Nc1cc([N+](=O)[O-])ccc1OC (stereo not drawn)	-3.4	34	-0.2	13	-2	-9	-0.9	-19	-8	1.6	18
CC(=O)c1ccc(OCC(=O)c2ccc(-c3ccccc3)cc2)cc1	1.1	-12	3.5	2	-3	13	0.2	-5	6	4.3	-5
COc1ccc2noc3c2c1C(=O)c1ccccc1-3	8.6	0	0.7	371	-26	-1	-3.0	4	-12	0.4	-45
COC(=O)c1cc(OC)c(OC)c(OC)c1[N+](=O)[O-]	-1.5	19	1.1	-9	-4	18	-3.7	-11	-8	2.6	7
O=C(O)COc1ccc(/C=N/NC(=O)c2ccc(-c3csc(Nc4ccc(Cl)cc4)n3)cc2)cc1	-3.1	-7	x	x	15	2	x	-3	0	0.1	16
O=C(NNC(=O)C1CCN(c2ncccn2)CC1)c1ccc(F)cc1	0.0	12	2.4	-4	-7	8	0.8	14	0	0.8	0
Cc1ccccc1C(=O)NCC(=O)NNC(=O)c1cccc(Cl)c1	5.4	-2	-0.8	5	-1	7	-2.3	-3	0	1.6	-22
COc1cc(OC)c(-c2noc(C(=O)OC(C)(C)C)c2C(=O)OC(C)(C)C)c(OC)c1	2.4	19	0.7	-8	7	20	0.3	-6	-10	2.9	-16

Remaining list, next part:
SMILES	OPRM1-OPRD1 ag	PfHsp90 yeast 2	AddAB inh	Mot1-301 SUMO	Tat export inh	HTR5A inv ag	E coli growth	PKA-R2B act	PKA-R1A act	phage Ecoli inh	MOR-DOR inv ag
COc1ccc([N+](=O)[O-])cc1NC(=S)NC(=O)C(C)(C)C	-0.6	5	0.7	14	16	10	-0.9	-10	-6	-0.4	3
COc1nc(-c2ccccc2)cc(-c2ccc3c(c2)OCO3)c1C#N	-1.4	-9	0.9	4	-1	-10	-0.2	-5	-2	1.1	8
Cc1cccc(N2CCN(S(=O)(=O)c3cn(C)cn3)CC2)c1C	-1.7	-1	-0.3	-3	-1	-20	1.4	-3	-2	2.5	9
CCOC(=O)c1c(NC(=O)COC(=O)Cn2c(C(F)(F)F)nc3ccccc32)sc(C)c1C	-3.5	-9	3.5	-14	-13	-2	-1.4	8	-1	0.6	17
CCOC(=O)c1c(C)nc2sc(C(N)=O)c(N)c2c1-c1ccccc1	-1.1	-3	-0.3	-30	-8	-4	3.5	-6	-3	-0.1	6
COc1cccc(-n2c(SC3CCOC3=O)nc3ccccc3c2=O)c1 (stereo not drawn)	-1.9	-1	1.3	39	0	-15	0.9	11	7	2.0	10
CC(=O)Nc1ccc(S(=O)(=O)NC(CC(=O)N(C)Cc2ccccc2)C(C)C)cc1 (stereo not drawn)	-3.4	10	2.1	-9	-15	10	-1.2	-12	-7	1.1	15
